Compound activity as filed in PubChem BioAssay.
Mito fusion act – inhibitors of mitochondrial division or activators of mitochondrial fusion | S. cerevisiae fusion-defective mutant growth rescue, CellTiterGlo 48 h | Potency, µM (highest dose often 46.1 µM), without a hit: top-dose growth rescue (activation), actives largely listed as activators | 0.23% of 320,000 active | AID 485298;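 also: potency is read from the fitted curve at half-maximal effect; % of control where 0% means no effect; nearly all actives have a fitted effect of over 45% in size; temperature-sensitive fusion mutants such as fzo1-1 at 37 °C on non-fermentable ethanol glycerol medium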
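Growth-rescue viability read-out: after 48 h at the non-permissive 37C in glycerol/ethanol YPEG, yeast mitochondrial fusion mutants are measured by CellTiterGlo luminescence; compounds (23 nl pinned per well) restoring growth score as division inhibitors or fusion activators.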
A-T KAP1 phos – potential ataxia-telangiectasia treatments restoring KAP-1 phosphorylation; […] A-T fibroblasts, KAP-1 phosphorylation AlphaLISA; neocarzinostatin DNA damage 30 min before lysis; AID 485349; Potency, µM (highest dose often 57.5 µM), for inactives: top-dose activation, most hits filed as activators; 0.19% of 320,000 active; also: potency is read from the fitted curve at half-maximal effect; % of control where 0% means no effect; nearly all actives have a fitted effect of over 45% in size
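ATM-like activity read as KAP-1 phosphorylation via AlphaLISA donor/acceptor antibody pairs after lysis and 6 hr at 25C. Cells were ATM-null patient fibroblasts ([…], hTERT), dosed 60 min, then exposed to the DSB inducer NCS for 30 min.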
ASM inhibitor – human S-ASM enzyme inhibition; AID 504937; Potency, µM (highest dose often 57.5 µM), for inactives: top-dose activity change, negative = inhibition, actives largely listed as inhibitors; 0.006% of 340,000 active; placental ASM, HMU-PC fluorogenic substrate, 60 min; also: potency is read from the fitted curve at half-maximal effect
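Human placenta-derived ASM enzyme was preincubated with compound for 10 minutes at room temperature, then given fluorogenic substrate HMU-PC0 (9 uM final) for 60 minutes at 37 °C; a pH 10 stop preceded fluorescence reading at Ex 386/Em 447 nm.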
Menin-MLL TR inh – menin-MLL binding inhibition, Texas Red mutant peptide; Menin + Texas Red MLL mutant peptide, fluorescence polarization; Potency, µM (doses to about 61.6 µM), for the others: at the highest dose FP activity change, negative = inhibition, usual class: inhibitors; O00255; 0.23% of 270,000 active; active = well fitted inhibition curve with a large enough effect in the polarisation, with a control signal flat, not every such curve was filed as active; inconclusive = small, poorly fitted or top-dose-only effect, or effect the other way, or a change in a side signal; inactive = no such curve, though single readings can be large or run the other way; the % refers to the polarisation; also: potency is read from the fitted curve at half-maximal effect; % of control where 0% means no effect; many of its hits are not listed in these tables
Target sequence (O00255 whole entry, looked up): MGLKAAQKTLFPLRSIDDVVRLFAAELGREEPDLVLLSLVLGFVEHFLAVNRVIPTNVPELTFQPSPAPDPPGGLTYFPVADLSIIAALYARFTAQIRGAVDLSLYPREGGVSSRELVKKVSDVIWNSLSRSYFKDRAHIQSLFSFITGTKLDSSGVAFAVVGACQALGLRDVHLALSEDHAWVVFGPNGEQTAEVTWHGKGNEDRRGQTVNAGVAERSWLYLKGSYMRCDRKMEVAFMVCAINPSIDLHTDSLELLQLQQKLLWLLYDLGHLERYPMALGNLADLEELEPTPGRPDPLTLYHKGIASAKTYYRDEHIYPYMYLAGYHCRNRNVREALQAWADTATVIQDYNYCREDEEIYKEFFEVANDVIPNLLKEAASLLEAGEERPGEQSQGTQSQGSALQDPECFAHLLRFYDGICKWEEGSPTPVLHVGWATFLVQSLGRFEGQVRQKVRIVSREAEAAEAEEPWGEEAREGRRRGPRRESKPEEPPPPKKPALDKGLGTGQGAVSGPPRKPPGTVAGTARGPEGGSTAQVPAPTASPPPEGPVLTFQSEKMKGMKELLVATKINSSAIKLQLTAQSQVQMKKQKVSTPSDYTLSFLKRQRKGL
TSG101-PTAP inh – blocks PTAP/TSG101 interaction to inhibit HIV-1 budding; Q99816; Fluorescence polarization, FITC-PTAP peptide / Tsg101 binding; Potency, µM (titrated, usually from 115 µM), inactives show at the highest dose activity change, negative = inhibition, usual class: inhibitors; 340,000 tested, under 10 active; AID 493005; active = well fitted inhibition curve with a large enough effect in the main read-out, with a control signal flat, not every such curve was filed as active; inconclusive = small, poorly fitted or top-dose-only effect, or effect the other way, or a change in a side signal; inactive = no such curve, though single readings can be large or run the other way; also: potency is read from the fitted curve at half-maximal effect; % of control where 0% means no effect
Target sequence (Q99816 whole entry, looked up): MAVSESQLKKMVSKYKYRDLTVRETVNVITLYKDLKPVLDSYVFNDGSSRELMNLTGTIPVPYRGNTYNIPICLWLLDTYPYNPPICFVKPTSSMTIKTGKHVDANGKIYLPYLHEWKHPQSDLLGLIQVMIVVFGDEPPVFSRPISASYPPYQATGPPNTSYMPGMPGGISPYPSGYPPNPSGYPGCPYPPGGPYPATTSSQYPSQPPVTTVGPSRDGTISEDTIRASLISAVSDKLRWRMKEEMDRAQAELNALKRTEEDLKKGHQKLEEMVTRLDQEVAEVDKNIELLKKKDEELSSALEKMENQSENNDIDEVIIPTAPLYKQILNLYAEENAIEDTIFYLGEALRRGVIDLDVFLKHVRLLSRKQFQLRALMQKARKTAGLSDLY
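Fluorescence anisotropy tracks displacement of a FITC-tagged PTAP peptide (50 nM) from the Tsg101 binding domain (10 uM), following a 20 min room-temperature incubation at pH 7.5.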
MBNL1 CUG block – MBNL1-poly(CUG) RNA binding inhibition; Q9NR56; TR-FRET MBNL1-His/biotin-(CUG)12 binding, 665/545 ratio; Potency, µM (doses to about 57.5 µM), for inactives: top-dose activity change, negative = inhibition, usual class: inhibitors; 0.036% of 280,000 active; AID 2675; active = well fitted inhibition curve with a large enough effect in the signal ratio, with a control signal flat, not every such curve was filed as active; inconclusive = small, poorly fitted or top-dose-only effect, or effect the other way, or a change in a side signal; inactive = no such curve, though single readings can be large or run the other way; the % refers to the signal ratio; also: potency is read from the fitted curve at half-maximal effect; % is scaled to controls: 0 for no effect and ±100 for the full control effect
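TR-FRET readout: Ex 340 nm, 665/545 nm emission ratio, normalized to buffer-only (basal) and MBNL1-(CUG)12 controls. Complex of MBNL1-His with Biotin-(CUG)12, compounds 92 nM–58 uM, incubated 60 min at room temperature.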
a7 integrin act – activates integrin-mediated alleviation for muscular dystrophy | 0.064% of 350,000 active | Potency, µM (titrated, usually from 38.3 µM), without a hit: top-dose activation, usual class: activators | alpha7betagal myoblasts, beta-gal FDG fluorescence, 48 h | AID 624291;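 also: potency is read from the fitted curve at half-maximal effect; 100% = response of the positive control SU9516; nearly all actives have a fitted effect of over 60% in size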
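Alpha7betagal+/- myoblasts (passage 13) were plated 16-24 hr, then exposed to compounds (1:260 dilution of DMSO stock) for 48 hours at 37C. After MPER lysis, β-galactosidase reporter activity was read as FDG fluorescence (ex 480/em 540) after 30 minutes.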
MLL CXXC-DNA inh – blocks binding of human MLL CXXC domain to DNA; MLL-CXXC / FITC-HOXA9 DNA fluorescence polarization; Potency, µM (top dose mostly 115 µM), for the others: top-dose activity change, negative = inhibition, most hits filed as inhibitors; 0.037% of 290,000 active; AID 2662; active = well fitted inhibition curve with a large enough effect in the polarisation, with a control signal flat, not every such curve was filed as active; inconclusive = small, poorly fitted or top-dose-only effect, or effect the other way, or a change in a side signal; inactive = no such curve, though single readings can be large or run the other way; the % refers to the polarisation; also: potency is read from the fitted curve at half-maximal effect
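Purified MLL-CXXC (added from a 7 uM solution) was preincubated 5 min at ambient with pinned compounds in 50 mM Tris-HCl pH 7.5, 50 mM NaCl, 1 mM DTT, 0.05% BSA. Fluorescein-labeled HOX-A9 DNA (50 nM solution) followed, 30 min, then polarization read.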
TSHR antagonist – antagonists of human thyroid stimulating hormone receptor | AID 504810 | activity change, negative = inhibition, % at 11.5 µM | 0.2% of 330,000 active | P16473 | TSHR-expressing cells, TSH-stimulated cAMP HTRF, 2 h; active compounds read low;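 active = activity change below a set negative limit, meaning inhibition stronger than a set level, cut at about -70% in these data; inconclusive = activity change between two set negative limits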; also: % is scaled to controls: 0 for no effect and ±100 for the full control effect
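Read-out is FRET at 665 nm (cryptate excitation 337 nm) from a cryptate-tagged anti-cAMP antibody, competed by cell cAMP against cAMP-d2. Compounds are tested on freshly harvested TSHR cells challenged with 4nM TSH (EC80) for 2 hours at 37 deg C.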
TCR activator – activators of T cell receptors | primary human leukocytes, anti-CD3, IL-2 HTRF, 48 h | Potency, µM (series often up to 9.22 µM), inactives show top-dose activation of IL-2 secretion, actives largely listed as activators | 330,000 tested, under 10 active | AID 504894; also: % of control where 0% means no effect
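Primary human leukocytes receive a-CD3 beads and test compound and are incubated 48 hr. Secreted IL-2 is then assayed by HTRF, measuring 665nm acceptor emission after 320nm excitation of the europium donor.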
* hit, by the source's call; ? = inconclusive; nt = not tested or not shown; & = joins results of further samples; [ ] = dose if it differs, or a comment. Unless noted, calls follow the shape of the dose curve; as a rule, active = well fitted curve in the direction sought with a large enough effect; inconclusive = small, poorly fitted or top-dose-only effect, or another doubt; inactive = no such curve, though single readings can be large; an effect the other way counts as inactive or inconclusive. Not all compounds are listed (hit frequency here may not be typical).

SMILES	TSHR antagonist	ASM inhibitor	MBNL1 CUG block	MLL CXXC-DNA inh	TSG101-PTAP inh	Menin-MLL TR inh	a7 integrin act	A-T KAP1 phos	TCR activator	Mito fusion act
O=C(NNS(=O)(=O)c1ccccc1)C1CCCCC1	8	2%	0%	6%	4%	-11%	-31%	-1%	-3%	-1%
O=C(N/N=C/c1ccc(OCC(=O)N2CCOCC2)cc1)c1ccccc1Cl	0	0%	15%	2%	-3%	-14%	12%	1%	5%	3%
CN(C(=O)CC(=O)Nc1ccc(Cl)c(Cl)c1)c1ccccc1	-4	-5%	-12%	6%	-1%	10%	11%	3%	-6%	-7%
C=CCNc1nc(SC)nc2ccsc12	11	0%	0%	6%	0%	-1%	-8%	-1%	3%	-4%
O=C(c1ccccc1NS(=O)(=O)c1ccc(F)cc1)N1CCc2ccccc21	7	-1%	-3%	17%	-3%	-4%	5%	-3%	6%[46.1 µM]	6%
Cc1ccsc1C(=O)OCC(=O)N1CC(=O)Nc2ccccc21	-10	-2%	-5%	5%	4%	-1%	3%	2%	-3%	3%
COC(=O)c1ccc(NC(=O)CCN2CCCCC2)cc1	8&0	-3%&0%	?	4%&11%	0%&-4%	-3%&6%	24%&4%	?	5%&3%	0%&0%
CC(C)Oc1ccc(/C=C(/NC(=O)c2ccccc2)C(=O)NCCC(=O)O)cc1	13	3%	12%	-2%	-1%	-6%	30%	4%	-4%	14%
N#CCC(=O)Nc1ccc(C(=O)OCC(=O)N(C2CCCCC2)C2CCCCC2)cc1	-2	-14%	1%	9%	-2%	50%[activator]	7%	-4%	-2%	12%
COCCn1c(C)cc(C2=NNC(=Nc3ccc(OC)cc3)SC2)c1C	-10	-2%	-8%	-2%	-7%	-15%	-12%	-10%	1%	1%
COc1ccc(Cc2nc3ccc(C(=O)NC4CCOC4)cc3o2)cc1 (stereo not drawn)	0	4%	7%	?	-2%	0%	23%	-1%	-2%	-1%
COCc1cc(C)nc2sc(C(=O)Nc3cccc(OC)c3)c(N)c12	4	119%[activator]	?	-2%	0%	?	0%	18%	5%	3%
Cc1nc(Cl)c(C#N)c2c1CCCC2	-3	0%	-3%	-3%	2%	nt	?	14%	-4%	-1%
COCc1ccc(C(=O)N2CCCC(C(=O)c3cccc(C(F)(F)F)c3)C2)o1 (stereo not drawn)	-6	-4%	11%	0%	-6%	-3%	7%	0%	-9%	-9%
COc1ccc(C(=O)Nc2nc(C)c(C(C)=O)s2)cc1S(=O)(=O)N1CCOCC1	-19	0%	nt	nt	6%	nt	-7%	-4%	-13%	4%
Cc1ccccc1OCC(=O)NCCN1CCCC1	-3	6%	4%	11%	-1%	1%	13%	5%	4%	5%
COc1ccc(/C(C)=N/NC(=O)CNC(=O)c2cccnc2)c(OC)c1	2	1%	0%	-5%	-9%	-13%	7%	2%	-2%	2%
Cc1ccc2nc(-c3ccc(NC(=O)Cc4cccs4)cc3)[nH]c2c1	-6	2%	9%	57%[activator]	-3%	-13%	-64%[inhibitor]	-3%	2%	-3%
CCCNS(=O)(=O)c1ccc(CCC(=O)NCC2CCCO2)cc1 (stereo not drawn)	0	-2%	6%	5%	-2%	9%	13%	0%	-10%[46.1 µM]	-4%
CN(CCC#N)C(=O)c1cc2c(Cl)nc3ccccc3c2s1	-10	-2%	-3%	?	2%	-13%	?	-3%	8%	0%
O=C(CN1CCN(CCC(=O)Nc2ccccc2F)CC1)Nc1ccc(Cl)cc1	-13	0%	-4%	-21%	-1%	17%	0%	23%	5%	-5%
Cc1ccc(C)c2c1c1ccccc1n2C	-4	-3%	nt	1%	-5%	nt	17%	6%	2%	-2%
Cc1cc(C)c(NC(=O)Cn2cnc3c(oc4ccccc43)c2=O)c(C)c1	9	0%	-8%	0%	0%	3%	-8%	1%	nt	0%
O=C(Cc1nc2ccccc2[nH]1)c1cccc([N+](=O)[O-])c1	-5	-2%	nt	-17%	-4%	nt	6%	-4%	-1%	10%
COc1cc(CNC2CCCCC2OC)cc(OC)c1 (stereo not drawn)	7	2%	0%	-2%	-8%	-17%	-24%	-6%	-4%	-5%
CCOc1cc(/C=C2/N=C(C)C(C(=O)OC)=C2O)ccc1O	-15	-10%	?	85%[activator]	7%	4%	0%	-5%	1%	-2%
CCC(C)[C@H]1COCCS(=O)(=O)N1Cc1ccc(Cl)cc1Cl (stereo partly drawn)	-1	-8%	4%	-6%	1%	-3%	35%	15%	-3%	-10%
CC(C)CC(NC(=O)C(NC(=O)OC(C)(C)C)C(C)C)C(=O)NC(CCC(=O)OCc1ccccc1)C(N)=O (stereo not drawn)	-22	-2%	-25%	-4%	0%	?	-16%	10%	5%	5%
COC(=O)c1ccccc1COn1c(=O)c[n+]([O-])c2ccccc21	-23	11%	?	8%	-3%	18%	-22%	0%	-2%[46.1 µM]	9%
CC(=O)NC(Cc1ccccc1F)C(=O)NC1CCN(C(=O)NCc2ccccc2)CC1 (stereo not drawn)	-9	1%	-2%	5%	-6%	nt	12%	-1%	-2%	11%
CCc1ccc(C(=O)N/N=C/c2ccc(Cl)cc2Cl)nc1	-9	nt	6%	-5%	nt	-1%	nt	2%	12%[46.1 µM]	-2%
Cc1cc(SCC(=O)N/N=C/c2ccc(O)c(O)c2O)c(C)cc1Br	-6	-16%	5%	3%	-1%	nt	-43%	-7%	1%	4%
COc1ccc(Cc2nc(-c3ccc(Br)o3)no2)cc1OC	-3	4%	12%	2%	0%	4%[11.7 µM]	-21%	-2%	5%	0%
COc1cc2c(cc1OC)C(c1ccccc1)N(C(=O)c1ccco1)CC2 (stereo not drawn)	-4	1%	-6%	2%	-9%	-3%	0%	12%	0%	8%
NC(=S)N/N=C/c1cn(-c2ccccc2)nc1-c1cccnc1	5	4%	nt	-4%	-1%	nt	-57%[inhibitor]	-8%	7%	-2%
O=C(c1cn(Cc2ccccc2)nc1-c1ccc(Cl)cc1)N1CCN(c2ccccn2)CC1	-3	1%	nt	nt	-1%	nt	-9%	-19%	1%	?
CCCCCn1c(NC2CCCCC2)nc2c1c(=O)[nH]c(=O)n2C	-2	-1%	5%	7%	0%	nt	-6%	-24%	4%	-2%
CCCCN(C)CCCNC(=O)C1CC(=O)N(Cc2ccc(OC)cc2)C1 (stereo not drawn)	nt	3%	-9%	-2%	-1%	0%	12%	nt	0%	0%
CC1=NN(c2ccc(N)cc2)C(=O)C1	3	0%	-3%	-22%	-7%	?	2%	-8%	-2%	2%
CCCn1c(SCC(=O)Nc2cccc(NC(C)=O)c2)nnc1C(C)C	-2	1%	10%	0%	-4%	5%	-4%	-6%	-2%	0%
CN(C)S(=O)(=O)c1cccc(NC(=O)COC(=O)/C=C/c2ccco2)c1	-3	0%	?	-2%	1%	5%	-11%	-3%	-4%[46.1 µM]	-3%
CCOC(=O)N1CCN(C(=O)COc2ccccc2OC)CC1	-6	-2%	-18%	-10%	-4%	?	7%	-2%	-17%	1%
Cc1cccc(C(=O)Nc2ccccc2NC(=O)c2cccc(C)c2)c1	3	-5%	-6%	-12%	-4%	50%[activator]	?	7%	3%	-49%[inhibitor]
O=S(=O)(NCc1cccnc1)c1cccs1	-2	2%	9%	5%	-7%	-9%	-13%	0%	-19%	-3%
COC(=O)c1ccc(-c2ccco2)n1Cc1cccc(C)c1	-14	-7%	-2%	14%	-5%	nt	-22%	7%	-7%	6%
CCOC(=O)c1[nH]c(C)c(C(=O)NC(C)(C)C)c1C	2	3%	3%	-7%	-2%	-10%	-10%	0%	-2%	-1%
CCCCn1c(N)c(N(CCOC)C(=O)CSc2n[nH]c(-c3ccc(OC)cc3)n2)c(=O)[nH]c1=O	-17	4%	-3%	4%	0%	nt	-15%	2%	nt	0%
CCN(C(=O)CN1CCC(C)CC1)c1c(N)n(Cc2ccccc2)c(=O)[nH]c1=O	-5	2%	nt	nt	1%	nt	21%	1%	-1%	-6%
CN(C)/C=C(/C#N)C(=O)c1cccc(Oc2ccc(C(C)(C)C)cc2)c1	-36	24%	-5%	1%	-1%	2%	7%	2%	4%	20%
CCCOc1ccc2c(C)c(CC(=O)OC)c(=O)oc2c1	1	4%	14%	-2%	38%[activator]	-20%	?	1%	7%	11%
N#Cc1c(/N=C/c2ccccc2)oc(-c2ccccc2)c1-c1ccccc1	-8	9%	?	14%	-8%	30%	-5%	3%	-2%[46.1 µM]	10%
